Screening data as filed in PubChem.
NF-kB neuron act = compounds increasing NF-kB expression in human neuronal cells; NF-kB reporter expression; hits give high values; fold change at 12.5 µM; hit rate 1.6% among 190,000; AID 1239; in the data active = fold change above about 3.3
FLuc stim CS = affects firefly luciferase, flagging false hits in luciferase stimulation screens; 200,000 tested, under 10 active; P08659; AID 1027; activation factor at 10 µM; ATPlite luciferase biochemical, luminescence, 10 min; 0 = ATP-free wells, 1 = DMSO control;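 active = luciferase activation factor, scaled between plate controls, of at least 2 with compound at 10 µM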
Target sequence (P08659 whole entry, looked up): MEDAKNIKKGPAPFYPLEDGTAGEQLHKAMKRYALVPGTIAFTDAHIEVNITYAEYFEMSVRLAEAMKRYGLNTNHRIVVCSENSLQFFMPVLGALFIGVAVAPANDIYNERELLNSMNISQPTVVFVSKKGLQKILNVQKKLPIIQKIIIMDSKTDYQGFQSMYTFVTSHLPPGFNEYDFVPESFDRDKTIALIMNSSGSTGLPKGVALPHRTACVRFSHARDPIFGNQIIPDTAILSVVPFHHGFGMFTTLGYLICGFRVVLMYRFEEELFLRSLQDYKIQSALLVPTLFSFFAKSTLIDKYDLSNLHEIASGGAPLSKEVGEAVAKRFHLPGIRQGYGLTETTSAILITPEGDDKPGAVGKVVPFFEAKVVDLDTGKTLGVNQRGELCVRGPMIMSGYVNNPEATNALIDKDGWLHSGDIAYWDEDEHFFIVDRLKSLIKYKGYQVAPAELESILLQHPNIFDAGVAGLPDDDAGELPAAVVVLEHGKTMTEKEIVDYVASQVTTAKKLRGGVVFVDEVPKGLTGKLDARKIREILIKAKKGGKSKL
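System: cell-free luciferase reagent; medium: PBS as buffer for the ATP substrate; doses: test compounds dosed from 2 mM stocks in 100% DMSO; incubation: 10 min, room temperature; measured by: luminescence from luciferase reaction; read-out: luciferase activation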
PMI activator = phosphomannose isomerase (human) activation; P34949; purified human PMI, coupled resazurin fluorescence, 20 min; hits give high values; 1 = vehicle control, 0 substrate-free wells; activation factor at 20 µM; hit rate 0.005% among 190,000; AID 1214;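 active = activation factor of 2 or more at 20 µM, relative to plate controls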
Target sequence (P34949 whole entry, looked up): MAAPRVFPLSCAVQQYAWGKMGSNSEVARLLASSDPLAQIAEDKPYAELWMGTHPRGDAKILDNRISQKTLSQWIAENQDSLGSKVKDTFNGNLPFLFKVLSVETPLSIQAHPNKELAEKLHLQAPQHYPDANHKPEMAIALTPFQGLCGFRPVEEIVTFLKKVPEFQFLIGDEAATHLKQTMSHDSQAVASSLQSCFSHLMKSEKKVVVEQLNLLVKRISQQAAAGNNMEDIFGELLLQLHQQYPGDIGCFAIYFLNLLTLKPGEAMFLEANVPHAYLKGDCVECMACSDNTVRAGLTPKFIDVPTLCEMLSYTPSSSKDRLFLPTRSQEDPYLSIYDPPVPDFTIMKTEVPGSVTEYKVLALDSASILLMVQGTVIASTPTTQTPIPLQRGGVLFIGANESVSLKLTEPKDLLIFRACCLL
FLuc inhib CS = Photinus pyralis luciferase inhibition counter-screen; P08659; ATPLite firefly luciferase biochemical luminescence, 10 min; inhibition, % at 10 µM; hit rate 1.5% among 200,000;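 active = inhibition above about 50% when tested at 10 µM, limit read from the data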
TNAP act hiacc = activators of human TNAP at high phosphate acceptor concentration; 200,000 tested, under 10 active; P05186; AID 1136; purified TNAP, CDP-star luminescence, 1 M DEA, 30 min; hits give high values; 0 = EDTA background, 1 = DMSO-only activity; activation factor at 20 µM;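 active = activation factor at least 2 at 20 µM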
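Control set: EDTA negative control, DMSO positive control / Assay system: human TNAP / Quantity: TNAP 1/800 final / Evaluation: TNAP activation factor scaled between EDTA and DMSO control wells / Measured by: luminescent substrate turnover signal / Compound dosing: one dose, 20 µM / Times: 30 min enzyme reaction at room temperature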
APP 5'UTR act = APP 5'UTR luciferase reporter activation; SH-SY5Y APP 5'UTR luciferase reporter, luminescence; zero percent = DMSO vehicle wells; activation, % at 2 µM; hit rate 1% among 190,000; AID 1276;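 active = activation above a set limit, based on mean plus 3 SD of controls, cut at about 140% in these data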; also: values of inactives mirror those of a sister screen read the other way
bIAP activator = increases bovine intestinal alkaline phosphatase activity. purified bovine IAP, CDP-star luminescence, 30 min; hits give high values; fold of DMSO-control signal, blank-subtracted. activation factor at 20 µM. hit rate 0.17% among 200,000;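 active = activation factor of 2 or more at 20 µM, a signal rise over negative controls twice the positive control's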
PMI act satM6P = PMI (human) activation, high substrate; P34949; coupled PMI enzyme assay, resazurin fluorescence, 20 min; hits give high values; 1 = untreated enzyme, 0 = substrate-free blank; activation factor at 20 µM; hit rate 0.34% among 190,000; AID 1216;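 active = activation factor of 2 or more at 20 µM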
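Material: human phosphomannose isomerase with PGI, G6PDH, diaphorase coupling enzymes / Reagent: Man-6-P substrate 1.0 mM / Dosing: single compound dose of 20 µM, 1% DMSO final / Incubation: enzyme reaction with compound 20 min at room temperature / Signal: resorufin fluorescence (Ex 544/Em 590 nm) from resazurin via diaphorase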
TNAP inh no acc = blocks human TNAP activity with no phosphate acceptor present; P05186; purified TNAP, CDP-star luminescence, 30 min; inhibition, % at 20 µM; hit rate 0.26% among 200,000; AID 1012;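 active = tissue-nonspecific alkaline phosphatase inhibition above about 50% at 20 µM in the single-dose screen, limit read from the data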;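 also: 0% = DMSO negative control and 100% = EDTA positive control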
TNAP inh hiacc = blocks human TNAP under high phosphate acceptor concentration; purified TNAP, CDP-star luminescence, 1 M DEA; inhibition, % at 20 µM; hit rate 0.03% among 200,000; AID 1135;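 active = over 50% inhibition of tissue-nonspecific alkaline phosphatase at 20 µM in the single-dose screen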;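 also: plate controls were DMSO wells for no effect and EDTA-quenched wells as full inhibition for full effect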
* = called active by the depositor; nt = no result given. Rows are unselected; overall some 3.6% were active at least once.

SMILES | NF-kB neuron act | FLuc stim CS | PMI activator | FLuc inhib CS | TNAP act hiacc | APP 5'UTR act | bIAP activator | PMI act satM6P | TNAP inh no acc | TNAP inh hiacc
COC(=O)Nc1ccc(S(=O)(=O)N2CCC(Cc3ccccc3)CC2)cc1 | 1 | 1.1 | 0.9 | -9 | 1 | -6 | 0.9 | 0.9 | 6 | 4
CCOCCn1cnc2sc(C(=O)Nc3nc(C)c(C(=O)OCC)s3)c(C)c2c1=O | nt | 1 | 1.1 | 0 | 1.1 | 2 | 0.9 | 1.1 | -14 | -6
O=C(Nc1cccc(C(=O)O)c1)/C(=C/c1ccc([N+](=O)[O-])cc1)NC(=O)c1ccccc1 | 1.1 | 1 | 1 | -3 | 1.1 | -5 | 1 | 1 | -10 | -6
CCc1ccc2[nH]c(=O)c(C(c3nnnn3CC3CCCO3)N3CCN4CCCC4C3)cc2c1 (stereo not given) | 0.84 | 1 | 1.3 | -1 | 1 | 7 | 1.1 | 1.7 | -7 | 0
O=C(C1=C[C@H](c2ccc(C(F)(F)F)cc2)C[C@H](OCCCCO)O1)N1CCN(Cc2ccccc2)CC1 | 1.2 | 1.1 | 1 | -10 | 1 | 22 | 1.1 | 0.8 | 5 | -4
COC(=O)c1ccc(/C=N/NC(=O)CNc2cccc(C)c2)cc1 | 1.2 | 1 | 0.9 | 0 | 1 | -15 | 1.1 | 0.9 | 0 | 2
COc1ccccc1C(=O)Nc1ccc(N2CCCCC2)cc1 | 4.9* | 0.3 | 1 | 71* | 1 | 168* | 0.9 | 1.1 | -8 | -3
O=c1c(CN2CCN(Cc3ccccc3)CC2)coc2ccc(Cl)cc12 | 1.6 | 1 | 0.8 | -2 | 1 | -5 | 1 | 0.8 | -4 | -4
COC(=O)c1ccccc1NC(=O)CN(C)S(=O)(=O)c1ccc(OC)c(C)c1 | 0.86 | 1 | 0.8 | -4 | 1.1 | 7 | 0.9 | 0.9 | -12 | -9
Cn1c(=O)c2c(nc(N3CCN(c4ccccn4)CC3)n2Cc2ccccc2Cl)n(C)c1=O | 0.54 | 1 | 0.8 | -3 | 1.1 | 21 | 1 | 0.9 | -10 | -8
CCOC(=O)C1Cc2c([nH]c3ccccc23)C(C)N1 (stereo not given) | 0.97 | 1 | 1 | -1 | 1.1 | 9 | 1 | 1.1 | -10 | -10
CCCCc1nc2ccccc2[nH]1 | 1.1 | 1 | 0.9 | -2 | 1 | 19 | 1 | 0.9 | -8 | -4
CCCOC(=O)c1ccc(NC(=O)c2ccccc2[N+](=O)[O-])cc1 | 1.6 | 1 | 0.9 | 1 | 1 | 28 | 0.9 | 1 | -4 | -4
O=C(c1ccccc1)C1CN(Cc2ccccc2)CCC1(O)c1ccccc1 (stereo not given) | 1.2 | 1.1 | 0.8 | -6 | 1.1 | 6 | 1.1 | 0.8 | -9 | -6
CN1C(=O)/C(=N/OC(=O)c2ccccc2)c2ccccc21 | 1.4 | 0.8 | 1 | 19 | 0.9 | -11 | 1.1 | 1.1 | -1 | 6
CCC(=O)Nc1c(C#N)c2nc3ccccc3nc2n1-c1ccccc1C | 0.8 | 1 | 0.9 | -2 | 1 | 1 | 0.9 | 0.8 | -5 | -1
Cc1ccc(NC(=O)c2nccnc2C(=O)O)cc1C | 0.94 | 1 | 1.1 | -2 | 1.1 | 15 | 0.9 | 1 | -19 | -6
CC(C)CC1=NN(C(=O)c2ccco2)C(O)(C(F)(F)F)C1 (stereo not given) | 1.1 | 1.1 | 0.9 | -8 | 1 | 9 | 1 | 0.9 | -10 | -4
O=C(NCc1ccco1)C(c1ccccc1)N(C(=O)Cc1cccs1)c1cccnc1 (stereo not given) | 1 | 1 | 1 | -4 | 1 | -7 | 1.2 | 0.9 | -2 | 2
CCc1nnc(NC(=O)c2ccc(-c3cccc(C(F)(F)F)c3)o2)s1 | 1.2 | 1 | 0.9 | 2 | 1.1 | -6 | 0.9 | 0.9 | -22 | -6

Quoted from the listing.
CCC(=O)Nc1c(C#N)c2nc3ccccc3nc2n1-c1ccccc1C – TNAP inh hiacc: -1
Cn1c(=O)c2c(nc(N3CCN(c4ccccn4)CC3)n2Cc2ccccc2Cl)n(C)c1=O – FLuc stim CS: 1

Record cards, as listed above. Screens in order: NF-kB neuron act | FLuc stim CS | PMI activator | FLuc inhib CS | TNAP act hiacc | APP 5'UTR act | bIAP activator | PMI act satM6P | TNAP inh no acc | TNAP inh hiacc
CC(C)CC1=NN(C(=O)c2ccco2)C(O)(C(F)(F)F)C1 (stereo not given) as listed: 1.1 | 1.1 | 0.9 | -8 | 1 | 9 | 1 | 0.9 | -10 | -4
CCCOC(=O)c1ccc(NC(=O)c2ccccc2[N+](=O)[O-])cc1 as listed: 1.6 | 1 | 0.9 | 1 | 1 | 28 | 0.9 | 1 | -4 | -4
Cc1ccc(NC(=O)c2nccnc2C(=O)O)cc1C as listed: 0.94 | 1 | 1.1 | -2 | 1.1 | 15 | 0.9 | 1 | -19 | -6

Remaining list, next part.
SMILES | NF-kB neuron act | FLuc stim CS | PMI activator | FLuc inhib CS | TNAP act hiacc | APP 5'UTR act | bIAP activator | PMI act satM6P | TNAP inh no acc | TNAP inh hiacc
COc1ccc(/C=N/NC(=O)c2cccc(NC(=O)c3ccc(F)cc3)c2)c(C(=O)O)c1OC | 1.1 | 1 | 1.2 | 4 | 1 | 8 | 1.2 | 1.2 | -1 | 3
COc1ccc(CCNC(=O)C2CC(=O)N(c3ccc(C(C)(C)C)cc3)C2)cc1OC (stereo not given) | 1.1 | 1 | 1 | -1 | 1.1 | 4 | 1.2 | 1 | -17 | -6
CCOC(=O)C1(Cc2cccc(OC)c2)CCN(CC=C(C)C)CC1 | 1 | 1.1 | 1 | -9 | 1.1 | -22 | 1 | 1 | -14 | -8
COc1ccc(OCC(=O)N2CCN(C(=O)c3cccs3)CC2)cc1 | 1.2 | 1 | 1.1 | 0 | 1 | -2 | 1 | 1 | -8 | 0
CC1CCCCC1NC(=O)c1ccc(S(=O)(=O)NCc2ccco2)cc1 (stereo not given) | 1.1 | 1.1 | 1.3 | -8 | 1 | -4 | 1.1 | 1.2 | -4 | -4
CCN(CC)CCNC(=O)Cn1cnc2sc(C)c(S(=O)(=O)N3CCN(c4ncccn4)CC3)c2c1=O | 1.4 | 1 | 1 | 3 | 1 | -2 | 1.1 | 1 | -16 | 1
CC(=O)Nc1ccc(OC(=O)c2cccnc2)cc1 | 1.5 | 1 | 1 | 0 | 1 | -12 | 1 | 1 | -13 | -1
O=C(N/N=C/c1ccccc1Cl)c1nc2ccc([N+](=O)[O-])cc2c(=O)[nH]1 | 0.94 | 1 | 0.9 | -1 | 1 | 9 | 1.1 | 0.9 | -139 | 0
Cc1noc(C)c1CSCC(=O)OCc1nc2ccccc2c(=O)n1CC#N | 1 | 1 | 0.8 | 0 | 1.1 | 1 | 1 | 0.7 | -5 | -5
CC1=C(C(N)=O)C(c2cccs2)n2nc(-c3cccc(Cl)c3)nc2N1 (stereo not given) | 0.77 | 1 | 1 | -2 | 0.9 | 6 | 1 | 1 | 0 | 5
CCCCC(=O)Nc1cc(OC)c(NC(=S)NC)cc1OC | 1.3 | 1 | 1 | -2 | 0.9 | -6 | 1 | 0.8 | -3 | 6
CC(C)CN(C(=O)COC(=O)C12CC3CC(CC(O)(C3)C1)C2)C1CCS(=O)(=O)C1 (stereo not given) | 0.95 | 1 | 1 | -4 | 1 | -2 | 1 | 0.9 | -6 | -3
CCC(=O)N1CCN=C1SCc1ccc(Cl)cc1 | 1.1 | 1.1 | 1 | -8 | 1 | -5 | 0.9 | 1 | -10 | 0
O=C(O)c1ccc(NC(=O)c2cn(-c3ccccc3)nc2-c2ccc(Br)cc2)cc1 | 1.1 | 1 | 1 | -3 | 1.1 | 13 | 1 | 1 | -3 | -7
CCOc1c2ccc(C(=O)NCc3ccco3)cc2nn1CC | 0.89 | 1 | 1 | -4 | 1.1 | -5 | 1 | 1 | -11 | -6
CN(C(=O)COC(=O)c1n[nH]c2ccccc12)C1CCS(=O)(=O)C1 (stereo not given) | 1.5 | 1.1 | 0.9 | -8 | 1 | 15 | 1 | 1 | 42 | 0
CCCCC(=O)Nc1ccc(NC(=O)c2cccnc2)cn1 | 1.5 | 1.1 | 1 | -6 | 1.1 | 11 | 0.9 | 1 | -14 | -6
O=C(NCc1ccco1)C(=O)NCc1ccccc1Cl | 1.2 | 1 | 1 | 2 | 1 | -1 | 1 | 1.1 | -20 | -4
Cc1cc(S(=O)(=O)Nc2ccc3c(c2)n(C)c(=O)n3C)ccc1F | 1 | 1.1 | 1 | -6 | 1 | 5 | 1 | 0.9 | -10 | -4
O=C(C1=C(O)C(=O)N(CCc2ccccc2)C1c1ccncc1)c1cc2ccccc2o1 (stereo not given) | 0.94 | 1.1 | 1.5 | -6 | 1 | 5 | 0.9 | 1.4 | 2 | 3
COCc1cc(C)nc(N/N=C/c2ccc(-c3ccc(C(=O)O)c(Cl)c3)o2)c1C#N | 1 | 1 | 1.2 | 2 | 1 | 12 | 1 | 1 | -10 | -1
CCOC(=O)c1sc2nc(CC(=O)OC)nc(NCC(=O)OC)c2c1C | 0.94 | 1 | 1 | -2 | 1.1 | -1 | 0.9 | 1 | 0 | -5
O=C(N/N=C/C=C/c1ccco1)c1cccc([N+](=O)[O-])c1 | 1.2 | 1 | 1 | -2 | 1 | -5 | 0.8 | 0.6 | -4 | 2
O=C1/C(=C/c2ccc([N+](=O)[O-])cc2)C=C(c2ccccc2)N1c1ccc(O)cc1 | 0.8 | 1 | 0.8 | -2 | 0.8 | -7 | 0.9 | 0.8 | 22 | 22
CC(C)C(NC(=O)OCc1ccccc1)C(=O)NC1CCCCC1 (stereo not given) | 1.3 | 1 | 0.9 | -4 | 1 | -10 | 0.3 | 0.9 | -8 | 0
Cc1nc(SCCCSc2n[nH]c(C)n2)n[nH]1 | 1.4 | 1 | 1 | -2 | 1 | 9 | 0.9 | 1.1 | -139 | -1
O=C(c1ccc(F)cc1)C(CCCCCC(CN1CCOCC1)C(=O)c1ccc(F)cc1)CN1CCOCC1 (stereo not given) | 1.6 | 1 | 1 | -4 | 1 | 4 | 1 | 1 | -2 | 1
COc1ccc(N(C)S(=O)(=O)c2c(C)[nH]c(=O)[nH]c2=O)c(OC)c1 | 2.1 | 1.1 | 1 | -8 | 1 | 18 | 0.9 | 1 | 9 | -1
Cc1c(C)c2ccc(OCc3ccc(C(=O)O)o3)c(C)c2oc1=O | 1.5 | 0.7 | 0.9 | 32 | 1 | 4 | 0.8 | 0.9 | -8 | -4
Cc1ccc(C(=O)OC(C(=O)Nc2ccc(Cl)cc2C(F)(F)F)c2ccccc2)cc1 (stereo not given) | 0.93 | 1.1 | 0.9 | -8 | 1 | 13 | 0.9 | 0.9 | -2 | -3
CCC(C)NCC(=O)Nc1sc2c(c1C(N)=O)CCC2 (stereo not given) | 1.3 | 1 | 0.9 | -2 | 1.1 | -8 | 0.8 | 1 | -6 | -6
O=C(CSC1=NCCS1)Nc1ccc(S(=O)(=O)N2CCCCCC2)cc1 | 1.1 | 1.1 | 1 | -8 | 1 | 11 | 0.5 | 1 | -8 | -5
CCn1c(CCNC(=O)c2ccccc2Cl)n[nH]c1=S | 1 | 1.1 | 0.9 | -8 | 1 | 5 | 0.9 | 1 | -2 | -3
